GLS inhibitor: inhibitors of human glutaminase (GLS); Potency, µM (titrated, usually from 45.5 µM), for the others: at the top dose activity change, negative = inhibition, most hits filed as inhibitors; AID 624170; GLS enzymatic activity, qHTS titration; 410,000 compounds, 0.21% hits; further: potency means the concentration at half of the fitted maximal effect; on the % scale 0 is the no-effect control and ±100 the full control effect
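Enzyme dispensed in phosphate buffer (45 mM, pH 8.2, 0.02% Tween-20), compounds pinned in, then 1 mM L-glutamine solution and the glutamate oxidase–HRP–Amplex Red mix added; fluorescence read immediately and again after 30 min at room temperature.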
PI4K2A block: PI4K2A (human) kinase inhibition; purified PI4K2A, ADP-Glo luminescence, 1 h; stronger effect = lower value; activity change, negative = inhibition, % at 76.9 µM; 420,000 compounds, 0.13% hits; in the data active means activity change below about -50%; inconclusive means mostly about -30% to -49%;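 further: -100% = wells without enzyme as full effect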
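ADP-Glo luminescence measured ADP generated by PI4K2A enzyme (4 ug/mL before mixing) with 1.2 mM PI substrate (pre-mix) and 300 microM ATP (pre-mix). Tris pH7.5 buffer with MgCl2, Triton X-100; 1 h reaction at ambient temperature.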
G9a block: G9a (human) methyltransferase inhibition | Q96KQ7 | G9a H3K9 monomethylation, AlphaScreen, 2 h | Potency, µM (titrated, usually from 102 µM), for the others: at the highest dose activity, negative = inhibition, usual class: inhibitors | 350,000 compounds, 8.8% hits; further: potency means the concentration at half of the fitted maximal effect; on the % scale 0 is the no-effect control and ±100 the full control effect; nearly all actives have a fitted effect of over 75% in size
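Quantitative HTS format: methyltransferase activity on a biotin-tagged H3K9 peptide is measured by AlphaScreen, using a rabbit anti-monomethyl-H3K9 antibody with streptavidin donor and anti-IgG acceptor beads. Final levels are 20 nM enzyme, 500 nM peptide, 20 uM SAM; 2 h RT.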
BAZ2B inh: blocks human BAZ2B. Potency, µM (highest dose often 114 µM), without a hit: at the top dose activity change, negative = inhibition, usual class: inhibitors. AlphaScreen BAZ2B-H3K14Ac peptide displacement. 360,000 compounds, 4.4% hits; further: potency means the concentration at half of the fitted maximal effect; on the % scale 0 is the no-effect control and ±100 the full control effect; nearly all actives have a fitted effect of over 60% in size
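BAZ2B 50 nM plus b-H3(5-23)K14Ac 50 nM, PBS pH 7.4/0.01% Tween-20, 30 min RT; compound added (max 110 uM), 30 min RT; streptavidin donor/Ni-chelate acceptor beads 10 ug/mL final, 20 min dark; AlphaScreen read.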
HP1b binding inh: blocks HP1-beta chromodomain binding to methylated histone tails. 390,000 compounds, 0.56% hits. Potency, µM (series often up to 114 µM), inactives show at the top dose activity change, negative = inhibition, most hits filed as inhibitors. AlphaScreen HP1-beta / biotin-H3K9me3 peptide binding; further: potency means the concentration at half of the fitted maximal effect; nearly all actives have a fitted effect of over 70% in size; inactives centre near 23
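Compound inhibition of the preformed complex between 50 nM HP1-beta and 50 nM biotinylated H3K9me3 peptide was read by AlphaScreen. Buffer was PBS pH 7.4 with 0.01% Tween-20. Incubations ran 30 min at room temperature, with 10 ug/mL donor/acceptor beads.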
ERG-DNA inh: blocks human ERG Ets domain binding to DNA; P11308; fluorescence polarization, His-ERG Ets domain / labelled DNA; Potency, µM (titrated, usually from 76.9 µM), without a hit: at the top dose FP activity, negative = inhibition, hits mostly inhibitors; 370,000 compounds, 0.028% hits; AID 624246; active means well fitted inhibition curve with a large enough effect in the polarisation, with a control signal flat; inconclusive means small, poorly fitted or top-dose-only effect, or effect the other way, or a change in a side signal; inactive means no such curve, though single readings can be large or run the other way; the % refers to the polarisation;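 further: polarization taken with two DNA probes labelled with fluorescein and Texas red; potency means the concentration at half of the fitted maximal effect; % of control where 0% means no effect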
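His-tagged ERG Ets domain (1 uM in the protein solution; 300mM KCl, 50mM Tris-HCl, 1mM EDTA, 1mM DTT, pH 7.5) received compound, then a probe mix of 5 nM fluorescein-DNA and 100nM Texas-615-DNA. Fluorescence polarization was read for both dyes.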
RGS4 inh: human RGS4 inhibition | 390,000 compounds, 0.039% hits | AID 504845 | Potency, µM (doses to about 114 µM), without a hit: at the highest dose activity change, negative = inhibition, most hits filed as inhibitors | P49798 | Transcreener GDP fluorescence polarization, RGS4-accelerated GTP hydrolysis; further: potency means the concentration at half of the fitted maximal effect; on the % scale 0 is the no-effect control and ±100 the full control effect; nearly all actives have a fitted effect of over 75% in size; some results filed as inactive show a strong effect at the top dose
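MLSMR compounds (23 nl, pin-transferred) preincubated 10 min at room temperature with a 500nM (2x) first reagent, then RGS4 at 900nM (2x) plus Transcreener GDP mix added; fluorescence polarization (620/688 nm) read before and after 90 min at 30 °C.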
12-LOX inh: blocks human arachidonate 12S-lipoxygenase. purified 12hLO, xylenol orange hydroperoxide absorbance. Potency, µM (highest dose often 108 µM), for inactives: at the highest dose activity change, negative = inhibition, usual class: inhibitors. 580,000 compounds, 1.1% hits; further: potency means the concentration at half of the fitted maximal effect; on the % scale 0 is the no-effect control and ±100 the full control effect
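Purified human 12hLO (150 nM final) in 25 mM Hepes, 0.01% Triton X-100, pH 7.0 was preincubated 15 min at room temperature with compound. Then 40 uM arachidonic acid was added, 30 min. Hydroperoxide was read by Fe-XO absorbance ratio 573/405 nm.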
JMJD2A Tudor inh: blocks the human JMJD2A Tudor domain; O75164; AlphaScreen JMJD2A-Tudor / H3K4me3 peptide binding; Potency, µM (doses to about 114 µM), for inactives: top-dose activity change, negative = inhibition, hits mostly inhibitors; 390,000 compounds, 4.4% hits; further: potency means the concentration at half of the fitted maximal effect; on the % scale 0 is the no-effect control and ±100 the full control effect; nearly all actives have a fitted effect of over 50% in size
Target sequence (O75164 whole entry, looked up, the tested form may be a part): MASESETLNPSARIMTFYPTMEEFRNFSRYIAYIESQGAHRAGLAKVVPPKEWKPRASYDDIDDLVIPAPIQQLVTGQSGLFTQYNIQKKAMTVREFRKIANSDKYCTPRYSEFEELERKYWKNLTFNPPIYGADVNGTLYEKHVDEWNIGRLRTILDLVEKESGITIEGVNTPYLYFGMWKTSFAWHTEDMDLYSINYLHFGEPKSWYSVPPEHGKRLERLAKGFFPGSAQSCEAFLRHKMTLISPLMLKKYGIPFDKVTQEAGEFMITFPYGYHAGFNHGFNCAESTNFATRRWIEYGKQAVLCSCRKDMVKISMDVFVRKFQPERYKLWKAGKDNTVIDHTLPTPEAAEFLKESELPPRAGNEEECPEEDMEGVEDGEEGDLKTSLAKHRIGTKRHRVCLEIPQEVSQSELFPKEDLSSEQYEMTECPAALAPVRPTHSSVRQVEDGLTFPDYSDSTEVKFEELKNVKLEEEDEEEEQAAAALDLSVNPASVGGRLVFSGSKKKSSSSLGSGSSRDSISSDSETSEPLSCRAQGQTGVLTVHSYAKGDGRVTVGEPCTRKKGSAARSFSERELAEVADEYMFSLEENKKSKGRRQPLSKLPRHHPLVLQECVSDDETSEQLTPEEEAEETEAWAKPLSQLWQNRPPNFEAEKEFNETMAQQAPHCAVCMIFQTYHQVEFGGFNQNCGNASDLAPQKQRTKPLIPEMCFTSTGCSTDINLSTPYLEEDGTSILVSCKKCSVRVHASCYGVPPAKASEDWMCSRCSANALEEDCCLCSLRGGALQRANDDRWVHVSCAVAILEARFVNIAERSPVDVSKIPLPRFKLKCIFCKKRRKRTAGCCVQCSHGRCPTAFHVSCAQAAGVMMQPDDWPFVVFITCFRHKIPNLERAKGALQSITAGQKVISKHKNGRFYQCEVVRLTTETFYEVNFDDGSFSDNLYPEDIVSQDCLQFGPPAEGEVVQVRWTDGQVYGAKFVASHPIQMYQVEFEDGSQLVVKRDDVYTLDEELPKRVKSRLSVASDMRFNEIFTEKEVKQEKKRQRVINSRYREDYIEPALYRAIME
An asterisk follows results filed as active; ? = inconclusive; . = not tested or not shown; & = joins results of further samples; [ ] = remark or other dose. Unless noted, the call rests on the fitted dose curve; in most records, active means well fitted curve in the direction sought with a large enough effect; inconclusive means small, poorly fitted or top-dose-only effect, or another doubt; inactive means no such curve, though single readings can be large; an effect the other way counts as inactive or inconclusive. These rows are one share of the data; rates above refer to the full screens.

Sample of the layout:
SMILES | GLS inhibitor | PI4K2A block | G9a block | BAZ2B inh | HP1b binding inh | ERG-DNA inh | RGS4 inh | 12-LOX inh | JMJD2A Tudor inh
CC(=O)C1=C(C)OC(N)=C(C#N)C1c1cccc([N+](=O)[O-])c1 (stereo unspecified) | 0.0% | 0.3 | 44.7µM* | -34.3% | 7.1% | -9.5% | ? | -18.4% | -13.5%[11.4 µM]
O=C(c1cc2ccccc2c(=O)o1)N1CCc2ccccc2C1 | 6.4% | -4.9 | -2.5% | 0.3% | 15.3% | -15.4% | 3.8% | -2.6% | -14.9%

Results, previewed entries included:
SMILES | GLS inhibitor | PI4K2A block | G9a block | BAZ2B inh | HP1b binding inh | ERG-DNA inh | RGS4 inh | 12-LOX inh | JMJD2A Tudor inh
CC(=O)C1=C(C)OC(N)=C(C#N)C1c1cccc([N+](=O)[O-])c1 (stereo unspecified) | 0.0% | 0.3 | 44.7µM* | -34.3% | 7.1% | -9.5% | ? | -18.4% | -13.5%[11.4 µM]
O=C(c1cc2ccccc2c(=O)o1)N1CCc2ccccc2C1 | 6.4% | -4.9 | -2.5% | 0.3% | 15.3% | -15.4% | 3.8% | -2.6% | -14.9%
CCCNC(=O)Nc1ccc(C(F)(F)F)cc1 | -10.9% | 4.3 | 15.2% | 7.0% | 4.2% | 13.6% | 5.7%[11.4 µM] | -8.9% | 0.7%
Cc1cc(C)[n+](-c2ccc(F)cc2)c2[nH]c(=O)[nH]c(=O)c12 | 8.4% | 1.0 | -23.8% | 1.2% | 28.5% | -8.9% | -13.6% | -15.2% | 1.4%
CCOC(=O)Nc1cc(N)ncn1 | 2.8% | -10.2 | . | . | 6.7% | -15.3% | 2.6% | -20.0% | -16.7%
Cc1ccc(-n2nc(C)c3onc(C)c3c2=O)cc1 | -19.8% | 2.2 | -2.5% | 0.7% | 48.5%[activator] | -9.3% | 16.3% | 0.0% | -7.6%
COc1ccc(Br)cc1CNC(=O)CCC(=O)N1CCSc2ccccc21 | -8.5%&6.4% | 0.0&-5.2 | 0.7%[59 µM] | ? | 17.9%&-0.4% | -0.2%&0.2% | -1.7%&3.2% | -10.8%&1.1% | -25.9%&-26.0%
O=C(Nc1cccc(NC(=O)c2cccs2)c1)c1ccc([N+](=O)[O-])o1 | -11.5% | 5.3 | -15.9% | -28.4% | ? | -0.3% | -3.5% | -5.7% | -32.4%
COC(=O)CNC(=O)c1ccc(=O)oc1 | 1.6% | 1.3 | -18.2%[12.7 µM] | -21.5% | 19.7% | 3.1% | -8.3% | 53.8%[activator] | -10.0%
O=C1CCC(=O)c2ccc3c4c(ccc1c24)CC3 | 5.3% | 1.8 | . | . | 14.9% | -3.3% | -8.5% | ? | -25.5%
COc1cc(NC(=O)C2CCCN(S(=O)(=O)c3ccc4c(c3)oc(=O)n4C)C2)c(C(=O)O)cc1OC (stereo unspecified) | -5.8% | 1.4 | -2.3%[59 µM] | -3.3% | 50.3%[activator] | -2.2% | 24.5% | -21.4% | -7.0%
CCn1c(SCC(=O)NC2CCCC2)nc2c1c(=O)n(C)c(=O)n2C | 4.1% | 2.4 | -5.9%[59 µM] | 2.6% | 17.0%[57 µM] | -5.0% | -15.0% | -16.5% | -2.2%
Cc1c(NC(=O)CSc2nnnn2Cc2ccccc2)c(=O)n(-c2ccccc2)n1C | -3.4% | 12.2 | 5.4%[12.7 µM] | 5.6% | 14.1% | 0.5% | 0.2% | -12.8% | -14.3%
COc1ccc(CCN(Cc2cc3cc(C)ccc3[nH]c2=O)C(=O)N2CCCC2)cc1OC | -2.3% | 0.1 | ? | 17.3% | 43.1%[activator] | -15.7% | -23.2% | 0.0% | -14.4%
Nc1nc(SCc2c(F)cccc2Cl)[nH]c(=O)c1-c1ccccc1 | 10.1% | 4.4 | 5.1% | 10.0% | 6.7% | -5.2% | 14.9% | 0.0% | -7.1%
COc1cccc(C(=O)Nc2ccc3c(c2)OCO3)c1OC | -8.9% | 1.4 | 9.5% | 1.1% | -1.4% | 13.1% | -18.4% | -6.6% | -16.4%
COc1ccccc1NS(=O)(=O)c1cccc(C(=O)NNC(=O)C(NC(N)=O)C(C)C)c1 (stereo unspecified) | 0.8% | -3.3 | . | -0.5% | 32.7% | -2.3% | -1.4%[11.4 µM] | 30.8%[activator] | -14.7%[11.4 µM]
COc1cccc(NC2=C(C#N)C(=O)NC(c3cccc(OC)c3O)S2)c1 (stereo unspecified) | 6.8% | -6.8 | 44.7µM* | -26.7% | 22.1% | 4.0% | -29.6% | ? | -7.6%
Cc1ccc(Cn2c(C)c3cnn(CC(=O)O)c(=O)c3c2C)cc1 | -1.3% | 1.3 | -2.8%[59 µM] | -11.8% | 20.0% | 3.0% | -17.7% | -26.3% | -12.1%
COc1ccc(N(C(=O)c2ccco2)C(C(=O)NC2CCCC2)c2ccc(OC)c(OC)c2)cc1 (stereo unspecified) | 0.1% | -0.3 | -5.3%[59 µM] | 0.3% | 1.8% | -13.1% | 0.4% | -0.1% | -9.1%
Cc1ccc(S(=O)(=O)N(CCC#N)CCN2CCCC2)cc1 | 8.4% | -14.9 | -2.1% | -2.2% | 29.2% | 3.3% | -28.3% | 7.6% | -14.7%
Cc1ccc(S(=O)(=O)CCSc2cccc(C(=O)O)c2)cc1 | -0.2% | 2.6 | . | 10.0% | 54.2%[activator] | 6.3% | -12.2% | 20.3% | -2.0%
Cc1cc(=O)oc(C)c1C(=O)N[C@@H]1CCCCNC1=O | -21.3% | -1.9 | -33.0%[12.7 µM] | -28.0% | 36.3% | 2.7% | 15.4% | 341.4%[activator] | -8.3%
CCN(CC)Cc1c(O)c(Cl)cc2c(C)cc(=O)oc12 | -14.1% | 3.0 | ? | 56.2µM* | ? | ? | -2.9% | -42.3% | -33.3%
COc1ccc(C(=O)n2nc(C)cc2C)cc1Br | -19.8% | 1.3 | -0.5%[12.7 µM] | -0.4% | 71.7% | 1.8% | -0.2% | -20.1% | 23.9%
CCN(CC(=O)NC1CCS(=O)(=O)C1)S(=O)(=O)c1ccc(C)cc1C (stereo unspecified) | -0.9% | 1.0 | 23.7%[59 µM] | 9.2% | 31.6% | -13.0% | 1.0% | -23.6% | -20.3%
Cc1ccc(S(=O)(=O)N[C@H](C(=O)N2CCC3(O)CCCCC3C2)c2ccccc2)cc1 (stereo partly specified) | 6.1% | -5.0 | 35.1%[0.501 µM] | -33.7% | 21.2% | 3.9% | 9.3% | 0.0% | -18.9%
O=C(c1ccco1)c1cc2c(ccc3ccccc32)oc1=O | -12.2% | -0.3 | ? | -20.4% | 26.0% | -8.0% | -14.8% | ? | -21.5%
COc1ccccc1-c1nnc(SCCOc2ccccc2C)o1 | -4.3% | 2.0 | 46.3%[59 µM] | 168.9%[activator] | 87.3%[activator] | 6.0% | 8.9% | -17.2% | 67.5%[activator]
CC(C)NC(=O)C1CC(=O)N(c2ccc(F)c(Cl)c2)C1 (stereo unspecified) | -9.5% | 3.7 | . | -17.3% | 21.3% | 15.9% | -45.1% | 4.3% | 6.8%
CC(=O)Nc1ccc(S(=O)(=O)Nc2ncccn2)cc1 | 0.8% | 3.7 | 17.0%[59 µM] | . | 14.0% | 7.0% | 2.2% | -18.3% | -16.2%
CC(C)CN(CCCNC(=O)c1cc(-c2cccs2)nc2ccccc12)CC(C)C | 3.4% | -0.3 | 7.9%[59 µM] | 7.6% | 43.1%[activator] | 1.6% | 8.6% | -19.2% | -5.5%
COc1cccc(CC(O)CC2c3c(cc4c(c3OC)OCO4)CCN2C)c1 (stereo unspecified) | -5.5% | -6.2 | . | . | 14.6% | -10.2% | -6.0% | ? | -23.9%
CCOC(=O)c1cnc(NCc2ccc(Cl)cc2)c2ccccc12 | -4.6% | -2.5 | 68.3%[activator][59 µM] | 114.7%[activator] | 90.3%[activator][57 µM] | -0.2% | -18.1% | -13.2% | 116.9%[activator]
O=C(CC1OC(=O)c2ccccc21)NC1CCCCC1 (stereo unspecified) | 0.6% | 2.4 | 22.3%[2.33 µM] | -5.7% | 37.0% | 7.9% | -13.7% | 0.0% | 16.8%
C=CCOc1ccc2c(OC)c3ccoc3nc2c1OC | -3.5% | 8.4 | -2.6%[59 µM] | 4.5% | 35.7%[activator] | 4.1% | -6.9% | 0.0% | -6.9%
Cc1oc2ncn(C)c(=O)c2c1C(=O)N1CCN(c2ccccc2)CC1 | 5.4% | 5.4 | -1.2%[59 µM] | -1.4% | 10.0% | 1.4% | 2.7% | -9.1% | -20.9%
COC(=O)c1ccc(N=NNc2ccccc2)cc1 | 5.2% | 2.5 | 8.91µM* | ? | 5.9% | 2.9% | 5.8% | ? | -24.7%
COc1ccc(C(C(=O)NC2CCCC2)N(C(=O)Cc2cccs2)C2CC2)cc1OC (stereo unspecified) | 4.6% | -0.7 | ? | 5.0% | 1.0% | -5.3% | 7.3% | -10.3% | -15.1%
COc1ccc(-n2nc(C(=O)NCC(=O)N3CCOCC3)c3ccccc3c2=O)cc1OC | -6.2% | 1.5 | 23.3% | 3.9% | 15.8% | -8.5% | 5.8% | ? | -1.4%

Compound activity (PubChem BioAssay)
